Assay outcomes (PubChem)
Casp6 inh: blocks human caspase-6 cleavage activity; P55212; purified caspase-6, Z-VEID-R110 cleavage fluorescence; inhibition, % at 12.5 µM; AID 686996; 350,000 compounds, 0.53% hits;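 active means mean inhibition across replicates at least about 35%, with every replicate also reaching that limit, limit read from the data; inconclusive means only one of the two criteria met; inactive means neither criterion met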;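 further: 0% = median of neutral control wells and 100% = no fluorescence left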
Target sequence (P55212 24-179 limits assumed): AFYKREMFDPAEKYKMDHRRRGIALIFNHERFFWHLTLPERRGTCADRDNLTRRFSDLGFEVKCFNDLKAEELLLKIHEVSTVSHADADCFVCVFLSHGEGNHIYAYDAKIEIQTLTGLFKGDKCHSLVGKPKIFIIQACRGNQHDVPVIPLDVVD
Target sequence (P55212 194-293 limits assumed): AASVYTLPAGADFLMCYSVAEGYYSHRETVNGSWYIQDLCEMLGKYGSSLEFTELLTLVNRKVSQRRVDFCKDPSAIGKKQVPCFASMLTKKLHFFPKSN
Cneo AK release: causes C. neoformans cell lysis | adenylate kinase release luminescence, 4 h; normalised: neutral wells 0, clomiphene wells 100 | lysis activity, % at 15 µM | 360,000 compounds, 0.2% hits | AID 651654;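 active means mean lysis activity across replicates of at least 80%, whatever share of replicates individually reach that level; inactive means mean lysis activity below 80%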
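Material – Cryptococcus neoformans yeast cells · Quantity – 5 × 10^6 yeast cells/mL · Buffer or medium – YPD medium · Compound – single dose · Timing – 4 h static compound exposure, 37 °C, read 1 h post-reagent · Signal – adenylate kinase release luminescence · Read-out basis – lysis from increased AK signal · Benchmarks – Clomiphene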
PAX8 inh HTS: lowers PAX8-driven luciferase in RMG-I cells | RMG-I TPO-luciferase reporter, SteadyGlo, 24 h | inhibition, % at 12.6 µM | 360,000 compounds, 1.2% hits | AID 652154;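 active means mean replicate inhibition at least 60% with every replicate also reaching 60%; inconclusive means only one of the two criteria is met; inactive means mean below 60% and not all replicates reaching 60%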;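 further: luciferase light reporting Pax8 driven TPO promoter activity; plate controls were median of neutral control wells for no effect and mitoxantrone controls for full effect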
FN deposition inh: fibronectin deposition inhibition. AH1F fibroblasts, Alexa488-fibronectin deposition fluorescence, overnight. inhibition, % at 12.6 µM. 350,000 compounds, 0.086% hits. AID 743247;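 active means mean inhibition across replicates of 30% or more, regardless of how many single replicates reach that level; inconclusive means mean under 30% yet at least half of replicates reach 30%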;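 further: positive control wells lacked labelled fibronectin entirely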
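Test system: AH1F fibroblast monolayer depositing Alexa488-labelled fibronectin into matrix. Input: 10000 cells per well. Technique: fluorescence, ex 485 nm, em 525 nm. Buffer or medium: DMEM plus 2% serum, read in PBS. Timing: 1 h cell adhesion before compound, then overnight fibronectin incubation. Compound: single dose, pinned. Read-out basis: inhibition from reduced deposited-fibronectin fluorescence.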
LGR2 inh: inhibitors of bursicon-induced Drosophila LGR2 receptor cAMP signaling; HEK293 LGR2, CRE-luciferase, bursicon-stimulated, 4 h; inhibition, % at 9.99 µM; 380,000 compounds, 0.35% hits; AID 720647;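 active means drop in luminescence signal, shown as inhibition above about 50% in the replicate tests, limit read from the data, passing the limit was not always enough; inconclusive means probably only some replicates passing the limit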;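 further: agonist challenge used bursicon conditioned medium at about half maximal strength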
PGC1a acetyl inh: modulators of PGC1a acetylation | 350,000 compounds, 0.17% hits | inhibition, % at 15.6 µM | AID 651687 | U2OS PGC1a acetylation, AlphaScreen anti-acetyl-lysine; with virally co-expressed GCN5 acetyltransferase;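 active means every replicate shows inhibition of at least 40%; inconclusive means mean inhibition at least 40% but some replicate below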;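 further: 0% = neutral control wells and 100% = positive control wells; some results beyond the cut were filed as inactive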
miR-122 sensor: blocks miR-122 activity in Huh7 sensor cells; Huh7 miR-122 Renilla luciferase sensor, 48 h; neutral wells = 0, positive control = 100; activation (reporter increase), % at 12.5 µM; 340,000 compounds, 0.3% hits; AID 602342;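 active means mean replicate activation score at least 90 and every replicate individually at or above 90; inconclusive means only one of the two criteria met; inactive means neither criterion met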;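 further: higher luciferase means less miR-122 activity so hits act as miR-122 inhibitors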
EWS-Fli inh: inhibitors of EWS/Fli oncoprotein transcriptional activity; inhibition, % at 12.6 µM; A673 NR0B1-luciferase reporter, viability-normalised; 350,000 compounds, 0.67% hits;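 active means mean inhibition of at least 50% after viability correction, with every replicate also passing that limit; inconclusive means mean reaches 50% but only one of two replicates passes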;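 further: firefly luciferase signal divided by Alamar Blue viability fluorescence both relative to DMSO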
* = called active by the depositor; u = inconclusive; x = not tested or not shown; [ ] = another dose, or the depositor's remark.

canonical_smiles	Casp6 inh	Cneo AK release	PAX8 inh HTS	FN deposition inh	LGR2 inh	PGC1a acetyl inh	miR-122 sensor	EWS-Fli inh
CCn1cc(C(=O)N2CCN(c3ccc(C(C)=O)cc3)CC2)c2cc(OC)c(OC)cc2c1=O	-2	0	14	17	22	1	6	13
N#C[C@@H]1[C@H](c2ccc(-c3cncnc3)cc2)[C@H](CO)N1C(=O)CN1CCOCC1	1	1	4	-17	-9	7	x	10
O=C(O)c1cc(-c2ccco2)nc2ccccc12	29	-1	10	-16	-1	x	x	-5
Cc1ccc(NC(=O)CN2CCc3cc4c(cc3C2)OCCCO4)cc1C	2	-1	1	-5	3	-2	2	3
Cc1ccc(OCC(=O)OCC(=O)Nc2ccc3c(c2)OCO3)cc1C	-3	0	-5	-2	-11	x	x	-1
COc1ccc(C(C(=O)NCC2CCCO2)N(C(=O)CNC(=O)c2ccco2)c2cc(C)cc(C)c2)cc1OC (configuration not stated)	1	2	6	1	-7	7	6	1
COc1ccc(NS(=O)(=O)c2cc(NC(=O)c3sccc3C)ccc2N2CCOCC2)cc1	2	-6	56	28	-2	-11	188*	u
Cc1onc(-c2ccccc2)c1C(=O)n1nnc2ccccc21	x	-1	-14	-5	x	3	-5	x
COCCNC(=O)C[C@@H]1C[C@@H]2c3cc(NC(=O)C4CCC4)ccc3O[C@@H]2[C@H](CO)O1	-1	-14	-2	x	2	-5	4[16.7 µM]	-8
C[C@H](CO)N1C[C@H](C)[C@H](CN(C)Cc2ccc(Cl)c(Cl)c2)Oc2c(NC(=O)Nc3ccc(C(F)(F)F)cc3)cccc2C1=O	3	2	x	x	x	-12	23[16.7 µM]	8
O=C(Cc1ccc(F)cc1)N1CCC(CC2CC(c3ccc(Cl)cc3)=NO2)(C(=O)NCC2CCCCC2)CC1 (configuration not stated)	-3	-1	9	12	10	-18	-7	3
Cc1ccc(C(=O)NCCCNC(=O)c2ccccc2F)cn1	-3	1	3	8	1	9	-13	-10
COc1ccc(CCNC(=O)COC(=O)C2CC2)cc1OC	-4	2	-20	4	x	1	-9	-2
COc1cc(C(=O)NCCOC(=O)c2cccc(N(C)C)c2)cc(OC)c1OC	-3	0	10	-1	12	x	x	-14
COc1cc(OC)cc(C(=O)OCC(=O)NCCCc2ccccc2)c1	3	0	11	4	13	x	x	14

Next part
canonical_smiles	Casp6 inh	Cneo AK release	PAX8 inh HTS	FN deposition inh	LGR2 inh	PGC1a acetyl inh	miR-122 sensor	EWS-Fli inh
O=C(NCCN1CCOCC1)c1ccc(NC(=O)c2ccc(Br)o2)cc1	-3	x	6	1	3	x	x	-3
C[C@@H]1CN([C@@H](C)CO)C(=O)c2cccc(NC(=O)c3nc4ccccc4s3)c2O[C@@H]1CN(C)Cc1ccc(C(=O)Nc2ccccc2N)cc1	x	x	x	10	4	-4	89[16.7 µM]	33
COC(=O)c1c(C)[nH]c(C)c1C(C)=O	-1	-7	-2	8	-2	0	4	-5
Nn1cnnc1N/N=C/c1ccc(Cl)cc1Cl	1	-1	15	0	-10	6	-4	-11
COc1ccccc1S(=O)(=O)N1C[C@H](O)COC[C@H]2O[C@H](CC(=O)O)CC[C@@H]21	4	-3	-1	-8	2	1	-2[16.7 µM]	5
CCCCNC(=O)c1cc(-c2ccc3c(c2)OCO3)on1	-2	3	-84	x	5	x	x	-43
O=C(C[C@H]1CC[C@H]2[C@@H](COC[C@H](O)CN2Cc2ccc(Cl)cc2)O1)NCCc1ccccc1	0	-2	26	-8	-13	-12	-7[16.7 µM]	-1
O=C(Nc1ccnn1C1CCN(Cc2c(F)cccc2Cl)CC1)C1CCCC1	2	2	24	4	29	1	-7	x
O=C(C1CCN(S(=O)(=O)c2ccc(Cl)cc2)CC1)N1CCC1	-2	x	-16	-2	-12	x	x	0
CC(=O)COC(=O)c1cccc(N2C(=O)C3C4C=CC(C4)C3C2=O)c1 (configuration not stated)	-1	-9	-1	2	-3	x	x	-10
CCC(=O)N(C)C[C@H]1Oc2ncc(C#Cc3ccncc3)cc2C(=O)N([C@@H](C)CO)C[C@H]1C	-2	1	x	1	-8	-6	-12[16.7 µM]	-12
O=C(CCS(=O)(=O)c1ccccc1)Nc1nncs1	21	0	67*	3	2	4	-5	-27
COc1ccc(CC(=O)OCC(=O)Nc2cccc(Cl)c2)cc1	-2	x	27	-11	13	1	x	1
Cc1noc(C)c1S(=O)(=O)Nc1ccc2c(c1)C(=O)N([C@H](C)CO)C[C@@H](C)[C@H](CN(C)Cc1ccncc1)OCCCC[C@@H](C)O2	2	-1	10	x	-20	10	5[16.7 µM]	7
COc1cccc(CNC(=O)CCCn2nc(C)c3c(C)n(-c4ccc(C)cc4)nc3c2=O)c1OC	1	-1	47	1	-3	6	-11	7

(more compounds)
canonical_smiles	Casp6 inh	Cneo AK release	PAX8 inh HTS	FN deposition inh	LGR2 inh	PGC1a acetyl inh	miR-122 sensor	EWS-Fli inh
CCn1cc(CN2CCC(n3nccc3NC(=O)Cc3ccccc3)CC2)cn1	-16	1	11	0	11	4	-4	x
NC(=O)c1ccc(CN2CCc3ccccc3C2)cc1	1	48	-6	-4	0	x	x	-7
COc1cccc(C(=O)COC(=O)C(C)N2C(=O)C3C4C=CC(C4)C3C2=O)c1 (configuration not stated)	x	-15	x	x	-9	9	-4	x
CC(C)(C)c1ccc(NC(=O)CSc2n[nH]c(=O)n2C2CC2)cc1	-1	0	-4	2	-21	1	1	1
CSc1cccc(CN2CCC(CCC(=O)NC3CC3)CC2)c1	1	5	-15	0	-3	17	-6	1
Cc1ccc(S(=O)(=O)N2CCN(CC(=O)NC(=O)NCc3ccccc3)CC2)cc1C	2	-1	x	4	x	-5	7	x
CO[C@@H]1CN(C)C(=O)c2ccc(NC(C)=O)cc2OC[C@H](C)N(Cc2ccccc2F)C[C@H]1C	-1	-1	-6	-9	3	-9	x	2
CC(=O)N(C)[C@H]1C[C@@H](c2ccccc2)N(C(C)=O)C[C@H]1CO	-2	0	-11	-4	-7	-9	-5	3
O=c1oc(CCO)cc2ccc(-c3ccc4[nH]ccc4c3)cc12	0	-3	-252	1	-52	-2	4	36
CCOC(=O)C(CCCCCCP(=O)(c1ccccc1)c1ccccc1)NC(C)=O (configuration not stated)	2	5	6	3	10	3	-15	1
COc1ccc(NC(=O)N(C)C[C@@H]2Oc3ccc(NC(=O)NC4CCCCC4)cc3CC(=O)N([C@@H](C)CO)C[C@H]2C)cc1	0	42	-4	-8	11	-1	6[16.7 µM]	2
O=C(C1CCOCC1)N1CC(=O)N2[C@@H](CO)[C@H](c3ccc(C#Cc4cccc(F)c4)cc3)[C@@H]2C1	-1	x	12	x	-13	9	x	-4
Cc1ccc(CN2CC(C(=O)O)CC2=O)cc1 (configuration not stated)	x	1	x	16	x	5	6	x
O=C(Nc1cccc(-c2cn3cccnc3n2)c1)Nc1ccccc1F	2	0	-2	x	7	-11	45	-36
CC(C)Cn1nc(C(=O)Nc2cccc(S(=O)(=O)N3CCCC3)c2)c2ccccc2c1=O	-3	4	16	-3	-7	x	x	19

Next section.
canonical_smiles	Casp6 inh	Cneo AK release	PAX8 inh HTS	FN deposition inh	LGR2 inh	PGC1a acetyl inh	miR-122 sensor	EWS-Fli inh
CC(C)NC(=O)N1CC2(C1)[C@@H](c1ccccc1)[C@@H](CO)N2C(=O)C1CCCC1	-2	x	-4	5	-10	5	x	8
COCC(=O)Nc1ccc2c(c1)[C@@H]1C[C@H](CC(=O)NCC3CC3)O[C@@H](CO)[C@@H]1O2	3	-2	x	-4	15	-2	4[16.7 µM]	-1
CC(=O)Nc1ccc(CN2C(=O)C(C)ON=C2c2ccccc2-c2ccco2)cc1 (configuration not stated)	6	0	7	-9	3	x	x	-6
CC(C)=CC(=O)Nc1ccc(Br)cc1	2	x	x	x	-69	x	4	-139
Cc1c(F)cccc1NS(=O)(=O)c1ccccc1C#N	0	0	x	x	-9	-5	3	-14
CCOC(=O)CSc1nc(C)cc(=O)[nH]1	x	4	x	9	x	13	-3	x
CCc1nn(CC(=O)NCCc2ccc(OC)cc2OC)c(=O)c2cc3occc3n12	0	0	-5	8	20	13	2	x
CCN(c1ccccc1)S(=O)(=O)c1ccc2ccccc2c1	0	-1	-13	-2	-6	-13	10	2
Cc1ccc(CSc2nnc3c(n2)OC2(Nc4ccccc4-3)C(=O)Nc3ccc(F)cc32)cc1 (configuration not stated)	-3	-3	x	x	-4	11	x	27
Cc1ccc(C)c(N(CC(=O)NCc2ccco2)C(=O)CNS(=O)(=O)c2ccc(F)cc2)c1	3	1	-1	2	-10	-3	3	5
Cn1cnnc1SCC(=O)c1ccc2c(c1)NC(=O)CO2	-1	0	0	6	4	x	x	3
CC(C)NC(=O)N(C)C[C@@H]1OCc2ccccc2-c2ccccc2C(=O)N([C@H](C)CO)C[C@@H]1C	0	-5	x	8	5	10	x	-20
COc1ccc(S(=O)(=O)N2c3ccccc3OCC2C(C)(C)C)cc1 (configuration not stated)	x	x	17	0	18	-17	x	58*
CN(C)c1ncnc2c1C(c1ccccc1)C(C)(C)O2 (configuration not stated)	-3	x	-3	-10	2	-11	-4	0
CCCNC(=O)C1(C)CCN(C(=O)C2(c3ccc(Cl)cc3)CCCC2)C1 (configuration not stated)	1	0	5	5	8	-2	5	1

Reprinted from the part before: two entries; new compounds follow.
canonical_smiles	Casp6 inh	Cneo AK release	PAX8 inh HTS	FN deposition inh	LGR2 inh	PGC1a acetyl inh	miR-122 sensor	EWS-Fli inh
CN(C)c1ncnc2c1C(c1ccccc1)C(C)(C)O2 (configuration not stated)	-3	x	-3	-10	2	-11	-4	0
CCCNC(=O)C1(C)CCN(C(=O)C2(c3ccc(Cl)cc3)CCCC2)C1 (configuration not stated)	1	0	5	5	8	-2	5	1
CCN(CC(=O)Nc1ccccc1OC)C(=O)C1CC2C=CC1C2 (configuration not stated)	x	-3	-3	2	x	x	3	x
O=C(CSc1nnc(-c2ccccc2)o1)NC(=O)Cc1ccccc1	0	1	-13	0	5	-7	-9	0
COc1ccc(CNC(=O)/C(C#N)=C/c2cccc(OC)c2OC)cc1	-1	7	-13	6	1	3	-2	6
CCOC(=O)C(C(=O)OCC)N(C#N)c1nc(C)cc(C)n1	x	3	x	7	2	11	-2	x
C[C@@H]1CN([C@H](C)CO)C(=O)Cc2cc(NC(=O)Cc3ccccc3)ccc2O[C@H]1CN(C)C(=O)Nc1ccc(F)cc1	0	-2	0	0	-13	2	1[16.7 µM]	-3
C=C(C)CN(CC)C(=O)CC1C(=O)NCCN1Cc1c(F)cccc1Cl (configuration not stated)	-1	x	1	1	-29	x	x	-1
Cc1ccc(S(=O)(=O)CCOC(=O)CNC(=O)OCc2ccccc2)cc1	0	15	-1	x	0	x	-11	2
COc1cccc(CC(=O)N2CCC(CCC(=O)Nc3cccc(OC)c3)CC2)c1	3	-1	10	0	2	1	-1	x
O=C1CCNc2c(Cl)cccc21	-1	9	-10	4	x	8	3	13
CN(CC(=O)NCCc1ccc(S(N)(=O)=O)cc1)c1ccccc1	0	x	8	2	-35	12	x	5

Random draw from the library. About 2.5% of those tested had a hit in this group.
